Growth percent in the NCI-60 one-dose screen (48 h, 10 µM unless noted): 100 = growth as untreated, 0 = no growth, -100 = all killed.
SF-295 = SF-295 CNS cancer cells; 5.6% of 79,000 active; AID 1794758
DU-145 = DU-145 prostate cancer. 4.2% of 81,000 active. AID 1794760
PC-3 = PC-3 prostate cancer cells; 3.9% of 80,000 active; AID 1794754
OVCAR-8 = OVCAR-8 ovarian cancer. 4.4% of 81,000 active
OVCAR-4 = OVCAR-4 ovarian cancer cells; 3.7% of 80,000 active; AID 1794784
U251 = U251 CNS tumor cells; 5.4% of 80,000 active
SK-OV-3 = SK-OV-3 ovarian cancer cells; AID 1794785; 3.2% of 80,000 active
OVCAR-3 = OVCAR-3 ovarian cancer; 7% of 79,000 active; AID 1794787
OVCAR-5 = OVCAR-5 ovarian cancer; 2.9% of 82,000 active
Starred values were filed as active, the others as inactive; . = not tested or not shown; & = joins results of further samples. How the source made its calls: active means growth percent below 10; inactive means the rest.

SMILES	SF-295	DU-145	PC-3	OVCAR-8	OVCAR-4	U251	SK-OV-3	OVCAR-3	OVCAR-5
CC(=O)/C(=C\N1CCNC1=S)C(=O)Nc1ccccc1	98	110	89	104	95	98	87	105	102
COc1c(O)cc2c(c1OC)OCO2	115	107	103	106	108	104	109	109	105
CCN1CC2=C(Nc3nc(SC)[nH]c(=O)c3C2c2ccc(Cl)cc2)/C(=C/c2ccc(Cl)cc2)C1 (stereo not given)	78	94	61	69	76	69	105	85	97
N#Cc1c(-c2cccc([N+](=O)[O-])c2)nc(SCC(=O)c2ccc(Cl)cc2)[nH]c1=O	104	105	100	99	102	97	95	103	102
CN=C1CCCCN1	112	104	97	100	98	102	112	101	91
CCCC1=NNC(=O)C1	98	125	91	102	106	.	104	120	103
O=c1[nH]n(-c2ccccc2)c(=O)cc1Cl	114	116	97	101	112	109	103	108	104
CC(=O)Nc1cccc(C(=O)NC(=S)Nc2ccc(S(N)(=O)=O)cc2)c1	108	113	101	99	83	99	95	107	99
NC(=S)N1N=C(c2ccc(N3CCNCC3)cc2)CC1c1cccs1 (stereo not given)	104	108	103	101	110	101	.	104	111
CCOC(=O)CC1CSC(=NCc2ccccc2)N1 (stereo not given)	101	108	95	103	104	102	110	111	102
COc1ccc(/C=C2\CCCC3=C2N=C2SC=NN2C3c2ccc(OC)c(OC)c2)cc1OC (stereo not given)	46	25	68	9.0*	49	30	82	38	60
CCC(C)Cn1cnc2c(SCC(=O)O)nc(N)nc21 (stereo not given)	100	106	96	104	103	103	121	.	108
O=C(O)CCC(=O)c1ccc2c(c1)CCCC2	105&97	111&111	96	109&102	113&106	104&104	110&97	114&108	103&109
C=C(CCC(=O)O)C(=O)O	98	114	94	97	107	90	82	111	98
CCCOC(=O)COc1ccc(OC)cc1	96	98	101	99	116	108	111	95	96
CC(=O)N1CCCCC1	95	119	99	101	109	105	111	118	105
Cc1ccc(-c2cc(-c3ccncc3)[nH]c(=O)c2C#N)s1	104	100	98	98	106	96	108	97	92
O=C(O)CN1C(=O)/C(=C/c2ccccc2)SC1=S	95	109	.	97	97	100	100	111	103
Ic1ccc2ccccc2c1	118	118	90	106	101	106	112	120	92
COc1ccc(N=Nc2c(N)nn3c(-c4ccccc4)cc(C)nc23)cc1	93	101	94	98	106	98	91	100	92
N#Cc1c(-c2ccc(Cl)cc2)nc(N=Nc2c(O)[nH]c3ccc(Br)cc23)nc1N1CCOCC1	105	99	94	101	97	.	94	118	100
COc1ccc(-c2nc3ccc(-c4nnc(SCC(=O)Nc5ccccc5)o4)cc3[nH]2)cc1OC	105	91	101	102	111	103	119	127	106
CC(=O)Nc1ccc(S(=O)(=O)Cl)cc1	.	107	100	113	110	96	106	112	109
NCCN1C(=O)c2cccc3c(-c4ccc(-c5nc6c7ccccc7c7ccccc7c6[nH]5)cc4)ccc(c23)C1=O	97	96	78	94	82	79	102	103	83
Cc1cc(N=C2CSC(=O)N2)n[nH]1	112	125	105	111	122	112	122	141	114

Single records (already shown):
O=c1[nH]n(-c2ccccc2)c(=O)cc1Cl reads SF-295 = 114; DU-145 = 116; PC-3 = 97; OVCAR-8 = 101; OVCAR-4 = 112; U251 = 109; SK-OV-3 = 103; OVCAR-3 = 108; OVCAR-5 = 104
NCCN1C(=O)c2cccc3c(-c4ccc(-c5nc6c7ccccc7c7ccccc7c6[nH]5)cc4)ccc(c23)C1=O reads SF-295 = 97; DU-145 = 96; PC-3 = 78; OVCAR-8 = 94; OVCAR-4 = 82; U251 = 79; SK-OV-3 = 102; OVCAR-3 = 103; OVCAR-5 = 83

The main list resumes with the 5 entries that preceded the break.
SMILES	SF-295	DU-145	PC-3	OVCAR-8	OVCAR-4	U251	SK-OV-3	OVCAR-3	OVCAR-5
N#Cc1c(-c2ccc(Cl)cc2)nc(N=Nc2c(O)[nH]c3ccc(Br)cc23)nc1N1CCOCC1	105	99	94	101	97	.	94	118	100
COc1ccc(-c2nc3ccc(-c4nnc(SCC(=O)Nc5ccccc5)o4)cc3[nH]2)cc1OC	105	91	101	102	111	103	119	127	106
CC(=O)Nc1ccc(S(=O)(=O)Cl)cc1	.	107	100	113	110	96	106	112	109
NCCN1C(=O)c2cccc3c(-c4ccc(-c5nc6c7ccccc7c7ccccc7c6[nH]5)cc4)ccc(c23)C1=O	97	96	78	94	82	79	102	103	83
Cc1cc(N=C2CSC(=O)N2)n[nH]1	112	125	105	111	122	112	122	141	114
COc1ccccc1-c1ccc2nc(NC(=O)Nc3ccc(CN4CCOCC4)c(C(F)(F)F)c3)sc2c1	49	57	35	50	46	49	94	35	89
CCOc1ccc(NC(=O)C(C(C)N2CCCCC2)N2CCCCC2)cc1 (stereo not given)	105	120	100	93	111	95	110	110	121
Cc1cccc(C(=O)/C=C/c2c(Cl)nc3sccn23)c1	114	94	80	87	99	77	82	85	122
Cc1ccc(Nc2ccc(O)c3c2C(=O)c2c(O)ccc(Nc4ccc(C)cc4)c2C3=O)cc1	104	124	91	91	111	100	108	113	106
Cc1ccc(-c2nc(C#N)c(N3CCN(S(=O)(=O)c4ccc(Cl)cc4)CC3)o2)cc1	97	98	91	98	95	103	120	.	97
CC1=C(C(=O)OCC2CCN(C(=O)OC(C)(C)C)CC2)[C@@H](c2cccc(Br)c2)C2=C(CC(C)(C)CC2=O)N1	41	57	49	42	71	47	87	62	77
COc1ccc(-c2nnc(COc3ccc(NC(=O)c4ccc(Cl)c(Cl)c4)cc3F)o2)cc1	90	85	81	73	72	82	75	94	84
CC1(C)C2(C#N)C(=O)NC(=O)C12C#N (stereo not given)	113	108	97	98	129	96	112	110	92
C=C(C)[C@@H]1CC2Cc3c(C)cc(C)cc3N1O2 (stereo not given in full)	100	111	.	103	112	100	101	111	92
O=C1/C(=C/c2ccccc2O)N=C2SCCCN12	99	103	88	98	83	99	100	93	92
CC(C)OC(=O)[C@]12CCC(C)(C)C[C@H]1C1=CC[C@@H]3[C@@]4(C)CCC(=O)C(C)(C)[C@@H]4CC[C@@]3(C)[C@]1(C)CC2	107	110	88	101	91	91	99	108	101
COc1ccc2nc(N/N=C(\C)c3ccccn3)cc(C)c2c1	-81*	.	13	0.1*	15	-86*	16	-79*	20
CC#CC(=O)O	.	100	85	105	99	104	104	113	115
O=C1COc2ccccc2C(=O)N1CCCCNc1ccccc1	96	96	47	94	112	86	85	105	107
COc1ccc(-c2cc(-c3ccc(Cl)cc3)nc(SCCCCCCC(=O)NO)n2)cc1OC	77	82	59	51	71	60	58	75	56
Cc1cc(C)n(-c2ccc3nnc(-c4ccc(Br)cc4)n3n2)n1	92	92	86	107	97	101	104	117	110
FC(F)(F)C1(C2CCNCC2)N=N1	109	110	96	108	109	109	96	112	102
O=C1[C@H]2Cc3c([nH]c4ccccc34)[C@@H](c3c(Cl)cccc3Cl)N2C(=O)CN1C1CCN(Cc2ccccc2)CC1	106	39	78	75	84	50	115	109	107
Cc1c(C)c(CC#N)c(C)c(C)c1CC#N	97	110	100	103	95	101	93	103	109
CC(=O)n1cc(-c2c[nH]c3ccccc23)c(-c2ccc(O)cc2)n1	94	107	76	92	90	99	100	100	100
CSc1nc2ccccc2n1C	99	113	103	105	107	109	106	104	97
Nc1cc(SCc2ccc(Cl)cc2Cl)ncn1	114	111	92	107	90	97	130	104	101
COc1ccc(/C(C)=C(\c2ccc(Cl)cc2)c2ccc(OCCN3CCCCC3)cc2)cc1	7.1*	79	41	70	60	36	78	75	68
CC(C)OC(=O)[C@H](C)N[P@@](=O)(OC[C@@]1(C)O[C@@H](n2ccc(N)nc2=O)C[C@@H]1O[P@](=O)(N[C@@H](C)C(=O)OC(C)C)Oc1ccccc1)Oc1ccccc1	102	106	81	99	117	99	.	104	106
Cc1ccc(OC2=C(C#N)C(=N)N3C(=NN2)Sc2c(C)ccc(C)c23)cc1	97	122	82	104	.	103	96	117	128

Only SK-OV-3 and DU-145, for some of the entries so far:
mol | SK-OV-3 | DU-145
COc1ccc(-c2nnc(COc3ccc(NC(=O)c4ccc(Cl)c(Cl)c4)cc3F)o2)cc1 | 75 | 85
CC(C)OC(=O)[C@H](C)N[P@@](=O)(OC[C@@]1(C)O[C@@H](n2ccc(N)nc2=O)C[C@@H]1O[P@](=O)(N[C@@H](C)C(=O)OC(C)C)Oc1ccccc1)Oc1ccccc1 | . | 106

New compounds follow.
SMILES	SF-295	DU-145	PC-3	OVCAR-8	OVCAR-4	U251	SK-OV-3	OVCAR-3	OVCAR-5
CC(=O)c1cc(C(=O)c2ccc3c(c2)Sc2ccccc2N3)c2c(C)cccn12	4.1*	14	27	19	47	14	25	-27*	45
CSc1nc(O)cc(=O)n1C	97	108	103	101	106	101	120	.	102
Nc1ccc(-c2nn3c(CCC(=O)c4nc5ncccc5[nH]4)nnc3s2)c(O)c1	97	97	83	98	98	103	91	100	95
Cn1c(=O)[nH]c(=O)c2nc(/C=C(\Nc3ccccc3)c3ccccc3)c(=O)[nH]c21	104	112	.	103	104	100	108	113	102
CC1CN(C2=NC(=O)/C(=C\c3ccc(N(C)C)cc3)S2)CC(C)O1 (stereo not given)	100	95	87	103	102	101	117	107	99
Brc1ccccc1/C=N/Nc1nc(N/N=C/c2ccccc2Br)nc(N2CCCCC2)n1	103	104	95	101	99	102	101	106	100
Cc1c(O)cc(-c2csc(Nc3ccc(Br)cc3)n2)c(O)c1C	96	105	79	93	109	104	98	116	109
COc1cc(C(=O)NCC(=O)NNC(C)C)cc(OC)c1OC	108	122	107	107	117	102	106	112	106
COc1ccc(C2CC(c3ccc4c(c3)OCO4)=NN2C(N)=S)cc1 (stereo not given)	99	120	82	105	.	101	113	111	110
O=C(c1nnc(NCc2ccccc2)o1)c1c[nH]c2ccccc12	108	112	89	100	98	99	75	104	88
COc1cc(N=Nc2c(O)c3ccccc3[nH]c2=O)c(OC)cc1N=Nc1ccccc1	124	118	.	114	95	101	115	102	108
O=c1cc2oc3cc(O)c(O)cc3c(-c3ccccc3)c-2cc1O	106&96	108&79	85&76	104&56	104&31	97&60	107&62	120&32	105&94
CCN(C(=O)CN1CCN(c2cc(=O)[nH]c3ccc(F)cc23)CC1)c1ccccc1	110	106	85	97	100	95	106	111	100
O=C1NC(=O)C2(CCCc3ccc(N(CCO)CCO)cc32)N1 (stereo not given)	99	97	101	107	99	105	109	105	105
NC(=O)c1cc2c(n1Cc1ccccc1)-c1nc(N)ncc1CCC2	99	104	70	88	91	93	105	108	81
Cc1ccc(-n2cc(C(=O)c3cc4c(ccc5ccccc54)oc3=O)c(C(=O)c3cc4ccccc4o3)n2)cc1	98	109	92	96	99	105	99	100	111
CCc1ccccc1-n1c(=O)c(C#N)c(-c2ccc(O)cc2)c2c(N)[nH]nc21	116	116	110	115	106	109	120	105	108
COc1ccc2c(c1)C(=O)/C(=C/c1cccnc1)CC2	84	97	101	97	93	87	101	99	93
COC(=O)[C@@H]1[C@H](O)[C@H](C)[C@H](O)[C@H](C)/C=C\C=C(C)C(=O)Nc2c(C)c(OC(C)=O)c3c(c2O)C(=O)C(C)=C2OCOC(=C23)C(C)=C[C@@](C)(O)[C@H](O)[C@@H](C)[C@H]1OC(C)=O	118	144	.	104	96	111	109	137	108
CCOC(=O)c1cc(C(=O)c2ccccc2)n2c1ccc1c3ncccc3ccc12	93	108	87	95	108	97	96	109	88
O=C(Nc1cccc(Cl)c1)Oc1c(Br)c(Br)c(Br)c(Br)c1Br	79	105	59	89	95	92	63	88	102
COc1ccc2c(c1)c(-c1nc(-c3cn(C)c4c(Cl)nccc34)cs1)cn2C	96	89	67	93	94	84	100	118	105
CCN1CCCSC1=S	100	107	100	99	105	100	99	109	99
N/C(=N\OC(=O)CSc1nc2ccccc2s1)c1ccc(Cl)cc1	104	105	100	98	107	97	101	111	100
O=C1CC(c2ccccc2)Cc2nc3ccc(Cl)cc3cc21 (stereo not given)	-3.4*	0.2*	28	22	49	19	47	-29*	26

The final two compounds of the section before lead into the next:
SMILES	SF-295	DU-145	PC-3	OVCAR-8	OVCAR-4	U251	SK-OV-3	OVCAR-3	OVCAR-5
N/C(=N\OC(=O)CSc1nc2ccccc2s1)c1ccc(Cl)cc1	104	105	100	98	107	97	101	111	100
O=C1CC(c2ccccc2)Cc2nc3ccc(Cl)cc3cc21 (stereo not given)	-3.4*	0.2*	28	22	49	19	47	-29*	26
O=C1Nc2cc(Cl)ccc2/C1=C\c1ccc(OCc2ccccc2)cc1	115	101	88	100	96	104	103	.	101
CC(=O)COC(=O)c1ccccc1	120	109	82	107	119	104	116	113	104
COc1ccc(/C(C)=N/Nc2c3ccccc3nc3ccccc23)cc1	93	94	90	100	79	92	96	94	109
N#Cc1ccc(C(=O)COc2ccc(NC(=O)Nc3ccccc3)cc2)cc1	83	103	88	94	94	93	100	108	91
Cn1ncc(Cl)c1-c1cc(C(=O)N[C@H](CN)Cc2cccc(F)c2)sc1Cl	-13*	44	9.6*	16	36	-45*	-13*	31	35
CCC(=C(c1ccc(OCCN2CCCCC2)cc1)c1ccc(OCCN2CCCCC2)cc1)c1ccc(Cl)cc1	-90*	-90*	-81*	-75*	-90*	-82*	-86*	-84*	-95*
COc1cc2cc(NC(=O)c3ccc(NCc4cnn(C)c4C)cc3)nc(C)c2cc1OC	79	77	39	46	73	84	91	83	89
NS(=O)(=O)c1ccc(Nc2nc(Nc3ccccc3)nc(-n3nc(-c4ccccc4)cc3-c3ccccc3)n2)cc1	34	32	27	40	38	33	66	31	78
CCN(CC)CC(=O)Nc1ccc(C)c(Cl)c1	109	117	86	98	115	100	100	102	107
Clc1ccc(Nc2ccc3nnc(-c4ccncc4)n3n2)cc1	.	95	80	81	87	80	103	95	95
O=C(OCC1CCC=CO1)C1CCC=CO1 (stereo not given)	140	109	95	103	114	104	113	111	107
COC(=O)c1nc(-c2ccc(C)cc2)oc1Sc1ccc(Cl)cc1	109	93	71	91	113	90	86	95	89
COc1ccc2[nH]cc(-c3nc(-c4ccsc4)cs3)c2c1	94	104	.	91	113	91	94	102	107
